NSD2 HMT inh – NSD2 histone methyltransferase inhibitors, primary screen, biochemical, AlphaScreen, single concentration, set 2. inhibition, % at 12.5 µM. 310,000 compounds, 0.54% hits. Histone-lysine N-methyltransferase NSD2 (Homo sapiens), O96028. NSD2 peptide methylation, 120 min; in the data active = inhibition above about 50%
Wnt act – Wnt/beta-catenin pathway activators, primary screen, cell-based, plate reader, single point; Wnt/beta-catenin reporter cell assay, activator; 300,000 compounds, 1.2% hits; activation, % at 9.35 µM; in the data active = activation above about 30%, passing the limit was not always enough;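 also: 0% = neutral control wells and 100% = positive control wells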
HTR5A inv ag – HTR5A inverse agonists in luminescence cell assay, primary screen, counter-screen for OPRM1-OPRD1 heterodimer inverse agonist project, full-deck HTS. inhibition, % at 9.3 µM. AID 504634, 2011. HTR5A cell line, inverse agonism. 340,000 compounds, 0.083% hits. 5-hydroxytryptamine receptor 5A (Homo sapiens), P47898; in the data active = inhibition mostly above about 23%, no sharp cut-off; inactive = mostly below about 18%;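 also: 0% = cells with DMSO and 100% = no-cell wells with DMSO; some compounds called inactive have numbers as strong as hits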
Target sequence (P47898 whole entry, looked up): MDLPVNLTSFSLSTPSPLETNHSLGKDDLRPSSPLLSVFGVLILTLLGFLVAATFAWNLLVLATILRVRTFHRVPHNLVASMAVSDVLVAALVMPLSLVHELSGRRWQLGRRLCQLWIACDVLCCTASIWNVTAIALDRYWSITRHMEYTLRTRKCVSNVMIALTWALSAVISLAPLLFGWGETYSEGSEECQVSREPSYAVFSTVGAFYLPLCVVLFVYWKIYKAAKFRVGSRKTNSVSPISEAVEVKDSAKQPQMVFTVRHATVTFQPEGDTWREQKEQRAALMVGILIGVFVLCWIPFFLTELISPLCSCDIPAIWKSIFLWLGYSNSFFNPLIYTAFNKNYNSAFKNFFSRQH
V-ATPase pHluor – regulators of yeast V-ATPase proton pumping, primary screen, pHLuorin cytosolic pH fluorescence; response, % at 10 µM; 350,000 compounds, 0.37% hits; S. cerevisiae; in the data active = response mostly above about 7.3%, no sharp cut-off; inactive = mostly below about 5.4%; also: actives read high; inactives centre near 0; some compounds called inactive have numbers as strong as hits; reference of the scale not given here
dFosB act – activators of delta FosB homodimer, primary screen, biochemical, fluorescence polarization, TAMRA-CDK5 oligo, single point. purified delta FosB; percent of positive-control signal above neutral wells. activation, % at 25 µM. 340,000 compounds, 0.99% hits. AID 493131, 2011;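 active = mean activation above about 17%, with every replicate also reaching it, limit read from the data, passing the limit was not always enough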;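 also: fluorescence polarization rise as delta FosB binds a TAMRA Cdk5 AP-1 oligo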
SR-BI DiI inh – inhibitors of SR-BI mediated HDL lipid uptake, primary screen, ldlA[mSR-BI] cells, fluorescence, single point | AID 488896, 2010 | ldlA[mSR-BI] CHO cells, DiI-HDL uptake fluorescence, 3 h | inhibition, % at 12.5 µM | Scavenger receptor class B member 1 (Mus musculus), Q61009 | 320,000 compounds, 0.96% hits;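 active = mean replicate inhibition of at least 70% and a set share of replicates each scoring 70 or more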;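 also: 0% = median of neutral control wells and 100% = median of positive control wells; values of inactives mirror those of a sister screen read the other way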
Target sequence (Q61009 whole entry, looked up): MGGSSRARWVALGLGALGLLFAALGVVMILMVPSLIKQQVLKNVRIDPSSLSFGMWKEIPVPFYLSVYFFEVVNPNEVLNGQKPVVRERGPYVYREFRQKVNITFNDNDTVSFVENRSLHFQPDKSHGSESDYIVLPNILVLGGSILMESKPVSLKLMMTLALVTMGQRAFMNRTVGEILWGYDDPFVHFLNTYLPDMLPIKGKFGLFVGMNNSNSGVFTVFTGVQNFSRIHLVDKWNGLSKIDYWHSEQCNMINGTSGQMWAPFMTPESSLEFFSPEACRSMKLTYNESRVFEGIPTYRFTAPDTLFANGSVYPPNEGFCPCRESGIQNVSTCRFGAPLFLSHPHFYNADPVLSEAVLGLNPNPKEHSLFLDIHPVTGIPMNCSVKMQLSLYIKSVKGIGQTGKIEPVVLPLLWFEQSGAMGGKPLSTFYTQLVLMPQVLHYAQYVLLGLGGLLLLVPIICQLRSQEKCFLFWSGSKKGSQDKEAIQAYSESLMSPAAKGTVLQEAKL
MITF act – activators of MITF-driven TRPM1 promoter reporter, primary screen, cell-based, SK-MEL-5, luciferase, single point; 300,000 compounds, 0.75% hits; SK-MEL-5 TRPM1-promoter luciferase, 24 h; % of positive control, neutral wells = 0; activation, % at 12.5 µM; AID 588334, 2011;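 active = mean activation of at least 80% with every replicate also reaching 80%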;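 also: 0% = neutral control wells and 100% = parthenolide positive control wells; values of inactives mirror those of a sister screen read the other way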
PvdQ acylase – P. aeruginosa PvdQ acylase inhibitors, primary screen, biochemical, fluorescence, plate reader and imaging, single point; inhibition, % at 10 µM; 340,000 compounds, 0.063% hits; PvdQ acylase [Pseudomonas aeruginosa LESB58]; AID 488965, 2010; purified PvdQ acylase; in the data active = inhibition above about 30%, passing the limit was not always enough;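 also: 0% = vehicle neutral wells and 100% = reference inhibitor wells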
HTR5A ag – HTR5A agonists in luminescence cell assay, primary screen, counter-screen for OPRM1-OPRD1 heterodimer agonist project, full-deck HTS; cell-based; activation, % at 9.3 µM; 340,000 compounds, 0.61% hits; in the data active = activation mostly above about 9.5%, no sharp cut-off; inactive = mostly below about 7.6%;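 also: 0% = cells with vehicle only and 100% = reference agonist; strong numbers were not always called active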
CDK5 p35 inh – inhibitors of human CDK5/p35 kinase, primary screen, biochemical, single concentration. Cyclin-dependent kinase 5 (Homo sapiens) + Cyclin-dependent kinase 5 activator 1 (Homo …. Recombinant CDK5/p35, ADP-Glo luminescence, 60 min. inhibition, % at 10 µM. 330,000 compounds, 0.01% hits. AID 488839, 2010;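 active = highest replicate inhibition of at least 50% and at least 75% of replicates reaching 50%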;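 also: plate controls were DMSO neutral control for no effect and GW8510 at 10 µM for full effect; many of its hits are not listed in these tables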
Starred values were filed as active, the others as inactive; x = not tested or not shown.

| SMILES | NSD2 HMT inh | Wnt act | HTR5A inv ag | V-ATPase pHluor | dFosB act | SR-BI DiI inh | MITF act | PvdQ acylase | HTR5A ag | CDK5 p35 inh |
| --- | --- | --- | --- | --- | --- | --- | --- | --- | --- | --- |
| O=c1c2cc(Cl)ccc2oc2nc3n(c(=O)c12)CCCS3 | 0 | x | -5 | 0 | -5 | -4 | 1 | -9 | 3 | -0.8 |
| O=S(=O)(NCc1cccnc1)c1ccccc1 | -1 | x | 3 | 1 | 4 | 1 | -9 | -15 | 1 | -0.3 |
| CC(OC(=O)Nc1cccc(Cl)c1)C(=O)O (stereo not drawn) | -2 | -2 | 0 | 1 | -6 | -10 | 7 | -16 | 0 | -0.1 |
| Cc1ccc(Cl)c(OCC(=O)OCC(=O)NC2CCCc3ccccc32)c1 (stereo not drawn) | -1 | -5 | 10 | 0 | -1 | -39 | -6 | -13 | -4 | -1.0 |
| CCCCNc1cc(Cl)nc(N)n1 | 0 | 3 | -1 | 3 | -9 | 10 | 0 | -6 | 0 | 0.0 |
| CCc1cc(=O)oc2c(C)c(OC(C)C(=O)NCCCn3ccnc3)ccc12 (stereo not drawn) | 8 | -1 | 6 | 0 | -6 | 8 | 1 | -11 | 0 | -0.5 |
| Fc1ccc(/C=N/n2c(-c3cccs3)n[nH]c2=S)cc1 | 15 | x | -1 | 5 | -5 | x | x | -14 | 0 | 4.2 |
| CCc1cccc2c(C(=O)COC(=O)[C@@H]3CC(O)CN3S(=O)(=O)c3ccccc3[N+](=O)[O-])c[nH]c12 (stereo partly drawn) | -1 | -2 | -10 | 1 | -7 | 20 | -6 | -10 | 3 | 2.3 |
| O=C1Nc2ccccc2CCC1Sc1nnc(-c2ccc(Cl)cc2)s1 (stereo not drawn) | -2 | x | -10 | 2 | -8 | -4 | 4 | -9 | 4 | 0.2 |
| Cc1ccc(-c2c(C)cc3oc(=O)cc(-c4ccccc4)c3c2C)cc1 | x | -2 | 0 | 0 | 6 | 78* | -1 | -8 | 0 | -2.1 |
| CC1=NN(C(N)=S)C(=O)C1N=Nc1cccc(Cl)c1 (stereo not drawn) | 4 | 7 | -21 | 3 | -10 | 40 | 22 | -9 | 5 | 1.9 |
| COc1cc2[nH]ccc(=O)c2cc1OC | x | 3 | -2 | 1 | -7 | -22 | 3 | -2 | 5 | -0.7 |
| CCOc1ccc(NC(=O)c2sc3nc(N4CCOCC4)c4c(c3c2N)CC(C)(C)OC4)cc1 | -3 | -9 | -15 | -2 | 1 | 20 | -33 | 2 | 4 | 0.3 |
| CCNC(=O)C(=O)Nc1cc2c3c(c1)CCC(=O)N3CCC2 | 0 | 1 | 11 | 1 | 8 | 12 | -3 | -16 | 2 | 2.0 |
| O=C(CSCc1ccc(Cl)cc1)Nc1cccc(C(=O)O)c1 | 0 | 5 | -15 | 2 | -3 | -1 | 9 | -7 | -1 | 0.1 |
| CC(OC(=O)c1cccc(-n2cnnn2)c1)C(=O)N(C)c1ccccc1 (stereo not drawn) | 3 | 2 | -6 | -5 | -7 | -38 | -1 | 4 | 4 | -0.2 |
| COC(=O)c1ccccc1NC(=O)COC(=O)/C=C/c1ccco1 | 1 | -1 | 9 | 4 | x | 4 | 0 | -10 | -1 | -1.5 |
| CCNS(=O)(=O)c1ccc2nc(NC(=O)/C=C/c3cc(OC)c(OC)c(OC)c3)sc2c1 | -3 | 50* | -18 | -26 | 11 | 13 | 2 | 0 | 1 | -4.5 |
| O=C(c1ccc2ccccc2c1)C1CCCN(S(=O)(=O)c2cccnc2)C1 (stereo not drawn) | -6 | -3 | -7 | 4 | -10 | 11 | -11 | 7 | 3 | -1.8 |
| O=C(O)CCCC(=O)Nc1ccccc1Br | 0 | -1 | -3 | -4 | -3 | -14 | x | 4 | 1 | -0.7 |
| Oc1cnc2ccccc2c1CN1CCOCC1 | -2 | x | 4 | -5 | 4 | 6 | -7 | 1 | 0 | -1.1 |
| Cc1c(N=C2N=C(NC(=O)NC(C)(C)C)c3ccccc32)c(=O)n(-c2ccccc2)n1C | 6 | -3 | 10 | -4 | -4 | 2 | -11 | -1 | -4 | -1.4 |
| Clc1ccccc1C(c1ccccc1)(c1ccccc1)n1ccnc1 | x | -6 | -6 | -3 | 5 | 1 | -27 | -12 | -3 | -2.3 |
| COc1ccccc1N1CCN(C(=O)c2ccc(N3CCCCS3(=O)=O)cc2)CC1 | 4 | 0 | 4 | -2 | -3 | 33 | 4 | 5 | -1 | 2.8 |
| CCOc1ccc(NC(=O)CN(C)C(=O)c2ccccc2OCCOc2ccccc2)cc1OCC | 3 | 5 | -7 | 0 | -15 | 82* | -1 | -3 | 3 | 1.4 |
| Cc1ccc(C(=O)NC(C)c2ccc(C)c(C)c2)s1 (stereo not drawn) | -3 | -2 | -5 | -2 | -8 | x | x | -19 | -2 | -4.8 |
| C=Cc1ccc(C(=O)N2CCCC(Nc3ccc4c(c3)OCCO4)C2)cc1 (stereo not drawn) | 15 | -3 | -2 | 0 | -13 | 1 | -2 | -8 | 0 | -1.7 |
| COc1ccc(CNC(=S)Nc2ccc(F)c(Cl)c2)cc1 | -1 | 0 | 5 | -1 | -6 | -3 | 5 | -10 | -2 | -1.3 |
| O=C(NCC(c1ccco1)N1CCCCC1)c1ccc(S(=O)(=O)Nc2ccccc2Cl)cc1 (stereo not drawn) | 0 | -4 | 0 | -1 | 6 | -12 | 5 | 6 | 0 | -0.6 |
| CC(Oc1ccccc1)C(=O)N=C1SC2CS(=O)(=O)CC2N1CCc1ccccc1 (stereo not drawn) | 22 | 2 | 3 | -4 | -17 | 8 | -2 | 3 | -3 | -0.6 |
| COc1ccc(CN2CCN(Cc3cc4ccccc4o3)CC2CCO)c(F)c1 (stereo not drawn) | 3 | -2 | -10 | 3 | 0 | -3 | -11 | 3 | 3 | -0.3 |
| Cc1cc(C)nc(SCC(=O)N(C)C)n1 | -3 | -1 | -13 | -8 | -3 | -9 | -3 | -7 | 0 | -2.3 |
| O=[N+]([O-])c1ccc(N2CCCC2)cc1N1CCCC1 | 53* | -1 | 3 | 1 | 1 | 44 | -1 | 22 | -1 | 1.2 |
| O=C(c1ccc2ccccc2c1)C1CCCN(C(=O)c2cccnc2)C1 (stereo not drawn) | x | 3 | -11 | -6 | -6 | -11 | -9 | -10 | -3 | -0.8 |
| CCOC(=O)N1CCC2CC1c1cc(Cl)ccc12 (stereo not drawn) | x | -1 | -1 | 0 | 3 | 5 | 3 | -14 | 0 | -0.8 |
| Cn1ccnc1Sc1nc(Nc2cccc(Cl)c2)nc(N2CCOCC2)n1 | 3 | -5 | 9 | 4 | -9 | 46 | x | -12 | -3 | -0.2 |
| Cc1ccc(NC(=O)C(C)Sc2nnc(C)n2C2CC2)cc1S(=O)(=O)N1CCOCC1 (stereo not drawn) | 3 | 4 | -3 | 1 | -12 | -13 | 3 | -9 | 1 | -0.6 |
| COCCNC(=O)C(=O)Nc1ccc(Br)cc1 | -2 | x | 6 | -3 | -6 | -1 | 27 | -4 | 0 | -1.2 |
| Cc1n[nH]c(=O)c2c(NC(=O)COC(=O)Cc3ccc(Cl)cc3Cl)oc(C)c12 | 2 | 1 | 6 | 11 | -3 | 2 | -3 | -1 | -2 | 3.5 |
| O=C(Nc1ccccc1)O/N=C/c1ccc(F)cc1 | -3 | 14 | 8 | -3 | -7 | 13 | x | -4 | -2 | 0.9 |
| CCCC1=NN2C(=N)/C(=C\c3cc(C)n(-c4cc(C)cc(C)c4)c3C)C(=O)N=C2S1 | 4 | -2 | 12 | -2 | -18 | 39 | 8 | -19 | 1 | -0.7 |
| Cc1cnc(C(=O)OC(C(=O)c2ccccc2)c2ccccc2)cn1 (stereo not drawn) | -4 | 0 | 15 | 1 | -16 | -13 | -1 | -5 | 1 | -1.1 |
| CN(CC(=O)Nc1ccc(C#N)cc1)Cc1ccc(Cl)cc1 | -7 | x | 14 | -3 | -4 | 8 | -6 | 5 | -2 | 0.0 |
| COc1cc(/C=C/C(=O)O)cc(S(=O)(=O)N2CCc3ccccc32)c1OC | -2 | -2 | 3 | -2 | 3 | -7 | -3 | -3 | -1 | 1.1 |
| COc1ccc(Cl)cc1S(=O)(=O)N1CCCC(C(=O)NCC(N)=O)C1 (stereo not drawn) | -2 | x | 22 | 4 | -3 | 8 | 1 | 4 | -2 | -2.3 |

Ordered by formula weight (highest first): part of the list above
| SMILES | NSD2 HMT inh | Wnt act | HTR5A inv ag | V-ATPase pHluor | dFosB act | SR-BI DiI inh | MITF act | PvdQ acylase | HTR5A ag | CDK5 p35 inh |
| --- | --- | --- | --- | --- | --- | --- | --- | --- | --- | --- |
| Cc1ccc(NC(=O)C(C)Sc2nnc(C)n2C2CC2)cc1S(=O)(=O)N1CCOCC1 (stereo not drawn) | 3 | 4 | -3 | 1 | -12 | -13 | 3 | -9 | 1 | -0.6 |
| Cc1n[nH]c(=O)c2c(NC(=O)COC(=O)Cc3ccc(Cl)cc3Cl)oc(C)c12 | 2 | 1 | 6 | 11 | -3 | 2 | -3 | -1 | -2 | 3.5 |
| CCCC1=NN2C(=N)/C(=C\c3cc(C)n(-c4cc(C)cc(C)c4)c3C)C(=O)N=C2S1 | 4 | -2 | 12 | -2 | -18 | 39 | 8 | -19 | 1 | -0.7 |
| Cn1ccnc1Sc1nc(Nc2cccc(Cl)c2)nc(N2CCOCC2)n1 | 3 | -5 | 9 | 4 | -9 | 46 | x | -12 | -3 | -0.2 |
| COc1ccc(CN2CCN(Cc3cc4ccccc4o3)CC2CCO)c(F)c1 (stereo not drawn) | 3 | -2 | -10 | 3 | 0 | -3 | -11 | 3 | 3 | -0.3 |
| COc1ccc(Cl)cc1S(=O)(=O)N1CCCC(C(=O)NCC(N)=O)C1 (stereo not drawn) | -2 | x | 22 | 4 | -3 | 8 | 1 | 4 | -2 | -2.3 |
| O=C(c1ccc2ccccc2c1)C1CCCN(C(=O)c2cccnc2)C1 (stereo not drawn) | x | 3 | -11 | -6 | -6 | -11 | -9 | -10 | -3 | -0.8 |
| Cc1cnc(C(=O)OC(C(=O)c2ccccc2)c2ccccc2)cn1 (stereo not drawn) | -4 | 0 | 15 | 1 | -16 | -13 | -1 | -5 | 1 | -1.1 |
| CN(CC(=O)Nc1ccc(C#N)cc1)Cc1ccc(Cl)cc1 | -7 | x | 14 | -3 | -4 | 8 | -6 | 5 | -2 | 0.0 |
| Cc1cc(C)nc(SCC(=O)N(C)C)n1 | -3 | -1 | -13 | -8 | -3 | -9 | -3 | -7 | 0 | -2.3 |
